KCNK9 block: human KCNK9 channel inhibition. hit rate 1.2% among 310,000. Q9NPC2. B-score at 10 µM. AID 488922. HEK293 KCNK9, FluxOR thallium flux fluorescence; active compounds read low;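 active = ratio B-score over 3 SD below the library mean, with starting fluorescence within 5 SD of its mean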;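 note: negative B-score means less thallium flux so channel inhibition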
PolyA inh: inhibitors of polyadenylation in S. cerevisiae. S. cerevisiae SKY197-pL101 polyadenylation reporter, beta-gal luminescence; efflux-impaired pdr1/pdr3 knockout yeast; score 100 = 6 SD above DMSO. calls only at 12 µM. hit rate 0.02% among 300,000. AID 1875;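 active = lowest replicate activity score at least 50, where 100 means six control SD above control mean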;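 note: yeast exposed to compound for 9 h at 30 °C; higher score means more reporter readthrough which indicates perturbed polyadenylation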
Platelet DG rel: platelet dense granule release activity; human platelet-rich plasma, SFLLRN dense granule ATP release, luminescence; inhibition, %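 (compounds screened at 7.5 µM in platelet-rich plasma)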; hit rate 0.22% among 300,000; AID 1663;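 active = mean replicate score, as percent of positive control, at or above 50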
TRPC4 PAM: allosteric potentiators of mouse TRPC4 channel | HEK293 TRPC4beta/mu-opioid, DAMGO EC20, Fluo-4 Ca2+ flux; active compounds read high | B-score at 10 µM | hit rate 0.42% among 310,000;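 active = B-score of calcium response area above 5 SD of library B-scores, with initial fluorescence ratio within 5 SD of library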;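 note: B-score of integrated fluorescence ratio over time as area under calcium response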
KCNQ1 block: inhibitors of human KCNQ1 potassium channel | hit rate 1.3% among 310,000 | P51787 | B-score at 10 µM | AID 2642 | CHO-K1 KCNQ1, FluxOR thallium flux fluorescence; active compounds read high;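 active = compounds whose thallium flux B-score, printed positive for inhibition, exceeds three library SD while starting fluorescence stays within three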;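 note: channel opened by potassium depolarization with thallium stimulus after 20 min compound exposure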
Target sequence (P51787 whole entry, looked up): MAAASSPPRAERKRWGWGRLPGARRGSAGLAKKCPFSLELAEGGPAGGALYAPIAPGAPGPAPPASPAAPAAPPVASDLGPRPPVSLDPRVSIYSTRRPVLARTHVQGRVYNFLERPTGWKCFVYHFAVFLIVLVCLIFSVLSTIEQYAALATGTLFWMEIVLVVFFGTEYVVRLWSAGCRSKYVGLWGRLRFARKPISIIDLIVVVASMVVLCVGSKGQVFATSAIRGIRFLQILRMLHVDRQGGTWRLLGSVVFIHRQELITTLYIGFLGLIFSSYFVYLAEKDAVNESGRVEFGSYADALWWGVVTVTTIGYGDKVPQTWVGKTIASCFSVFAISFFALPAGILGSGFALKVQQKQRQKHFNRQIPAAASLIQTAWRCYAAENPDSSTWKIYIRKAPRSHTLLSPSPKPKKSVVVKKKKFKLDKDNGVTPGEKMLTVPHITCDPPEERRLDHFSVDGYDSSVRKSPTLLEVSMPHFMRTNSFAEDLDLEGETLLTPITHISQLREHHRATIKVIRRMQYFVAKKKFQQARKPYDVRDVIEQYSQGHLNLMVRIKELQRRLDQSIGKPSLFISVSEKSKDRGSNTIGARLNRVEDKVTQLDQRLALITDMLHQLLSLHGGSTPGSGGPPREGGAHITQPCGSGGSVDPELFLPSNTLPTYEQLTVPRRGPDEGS
hERG rescue: compounds protecting human hERG from proarrhythmic drug block; CHO-hERG, FluxOR thallium flux, dofetilide IC70 present; AID 1511; activation (rescue from dofetilide block), less the hit threshold, % at 10 µM; Q12809; hit rate 0.51% among 310,000;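 active = activation above the mean of controls blocked by dofetilide plus 5 SD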;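 note: thallium influx through hERG after potassium depolarization seen as dye fluorescence rise; in these data hits start at about 4.7%; inactives centre near -7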
KCNQ1 act: potentiators or activators of human KCNQ1 potassium channel | P51787 | hit rate 0.35% among 310,000 | CHO-K1 KCNQ1, thallium flux FluxOR fluorescence; active compounds read high | B-score at 10 µM;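 active = fluorescence ratio B-score, a plate-corrected score, at least three library SD, with initial intensity B-score within 5 SD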
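Schedule – 37 °C overnight plating, 90-min dark dye load, 20-min compound pretreatment · System – stable KCNQ1 CHO-K1 line · Probe or stimulus – thallium- and potassium-containing depolarizing buffer · Measured by – kinetic FluxOR fluorescence, 10 s baseline plus 110 s post-stimulus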
KCNK3 inh: human KCNK3 channel inhibition, primary screen. hit rate 0.84% among 340,000. CHO-KCNK3 thallium flux, FluxOR fluorescence; active compounds read low. O14649. B-score at 10 µM;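 active = B-score under library mean minus 4 SD, starting fluorescence ratio at most library mean plus 5 SD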;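 note: more negative B-score means stronger inhibition of thallium flux through KCNK3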
Target sequence (O14649 whole entry, looked up): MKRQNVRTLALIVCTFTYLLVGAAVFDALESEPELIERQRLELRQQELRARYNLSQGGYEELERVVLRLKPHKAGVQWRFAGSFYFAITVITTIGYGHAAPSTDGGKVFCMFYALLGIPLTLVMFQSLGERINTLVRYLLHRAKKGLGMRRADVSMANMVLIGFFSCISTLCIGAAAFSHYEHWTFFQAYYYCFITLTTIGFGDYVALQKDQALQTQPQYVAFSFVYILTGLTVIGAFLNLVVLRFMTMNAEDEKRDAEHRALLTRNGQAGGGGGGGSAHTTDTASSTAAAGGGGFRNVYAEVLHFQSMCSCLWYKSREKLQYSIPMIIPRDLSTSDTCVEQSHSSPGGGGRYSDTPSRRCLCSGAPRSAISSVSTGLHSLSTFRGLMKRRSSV
TRPC4 block: TRPC4 (mouse) channel inhibition; Q9QUQ5; HEK293 TRPC4beta/mu-opioid, DAMGO-evoked Fluo4 calcium flux; active compounds read low; B-score at 10 µM; hit rate 0.39% among 300,000;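 active = B-score over 3 SD under the library average, no early fluorescence shift, positive overall ratio signal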
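Assay system: Stable TRPC4beta/mu-opioid receptor HEK293 cells | Reagent: DAMGO in two steps, submaximal then maximal | Compound dosing: Single concentration per test compound | Signal: Fluo4 Ca2+ flux fluorescence | Evaluation: Per-well B score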
Dyrk1A ADPGlo: Dyrk1A (rat) kinase inhibition; Q63470; ADP-Glo luminescence, NFATc1 peptide; inhibition, % at 12.5 µM; hit rate 0.43% among 310,000; AID 504441; in the data active = inhibition above about 50%;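 note: plate controls were vehicle with enzyme for no effect and no enzyme for full effect; many of its hits are not listed in these tables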
TRPC4 act: opens the mouse TRPC4 cation channel; hit rate 0.49% among 310,000; HEK293 TRPC4beta/mu-opioid, Fluo4 calcium fluorescence; active compounds read high; B-score at 10 µM; Q9QUQ5;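 active = B-score above 5 SD of library B-scores, and initial fluorescence ratio not above library mean plus 5 SD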;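 note: positive B-score marks a calcium rise read as TRPC4 activation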
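Material: TRPC4beta and mu-opioid receptor HEK293 stable cells | Incubation: 45 min room-temperature Fluo4 loading, 110 s read | Detection: Kinetic Fluo4 calcium fluorescence | Measure: Integrated baseline-normalised fluorescence ratio, converted to per-well B score | Benchmarks: Low control buffer alone, high control maximal DAMGO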
Starred values were filed as active, the others as inactive; i = inactive; . = no result given.

SMILES | KCNK9 block | PolyA inh | Platelet DG rel | TRPC4 PAM | KCNQ1 block | hERG rescue | KCNQ1 act | KCNK3 inh | TRPC4 block | Dyrk1A ADPGlo | TRPC4 act
Cc1cc2c(cc1S(=O)(=O)N(C)Cc1ccccc1)n(C)c(=O)c(=O)n2C | i | i | -1 | i | i | -6 | i | i | i | 4 | i
CCn1c(SCC(=O)NCc2ccco2)nnc1-c1ccncc1 | i | i | 0 | i | i | -3 | i | . | i | . | i
N#C/C(=C(/O)c1cccc(F)c1)c1nc2ccccc2s1 | i | i | 5 | i | i | -19 | i | i | i | -3 | i
Cc1ccc(NC(=O)CNC(=O)c2ccccc2F)cc1Cl | i | i | 14 | i | i | -9 | i | i | i | 3 | i
CC(C)c1ccc(S(=O)(=O)N2CCN(C(=O)c3cc([N+](=O)[O-])ccc3N3CCOCC3)CC2)cc1 | i | i | -2 | i | i | -12 | i | i | i | -2 | i
Cc1ccc(C(=O)NC(=S)NNC(=O)c2ccccc2)cc1 | i | i | 4 | i | i | -15 | i | i | i | -1 | 90*
Cc1ccc(S(=O)(=O)N(C)C)cc1NC(=O)COC(=O)Cc1ccc(Br)cc1 | i | i | 1 | i | i | -3 | i | i | i | 5 | i
O=C(NCCCCCNC(=O)c1ccco1)c1ccco1 | i | i | 4 | i | i | -14 | i | i | i | 7 | i
O=C(Nc1ccc2ncccc2c1)Nc1ccc2ncccc2c1 | i | i | -6 | i | i | -6 | i | i | i | 5 | i
Cc1nn(-c2ccccc2)c(N2CCCC2)c1/C=N/O | i | i | -4 | i | i | -9 | i | i | i | -13 | i
CCOc1ccc(C(=O)NCC(=O)OCc2cc([N+](=O)[O-])cc3c2OCOC3)cc1OCC | i | i | 2 | i | i | -14 | i | i | i | 1 | i
CCc1ccc2[nH]c(=O)c(CN(Cc3ccco3)S(=O)(=O)c3ccc4c(c3)OCCO4)cc2c1 | i | i | 7 | i | i | -10 | i | i | i | 2 | i
COc1ccc(OC)c(CNC(=O)COc2cc(=O)n(C)c3ccccc23)c1 | i | i | 0 | i | i | -15 | i | i | i | 3 | i
Cc1cccc(N(CC(=O)NCc2ccc3c(c2)OCO3)C(=O)CCC(=O)Nc2ccccn2)c1C | i | i | -7 | i | i | -7 | i | i | i | -2 | i
O=C(NCCc1ccc(Cl)cc1)C1CCN(S(=O)(=O)c2cccc3nonc23)CC1 | i | i | 6 | i | i | -6 | i | i | i | 6 | i
Cc1ccc(NS(=O)(=O)c2cc(OCC(N)=O)c(C)cc2Cl)cc1 | i | i | 5 | i | i | -4 | i | i | i | -1 | i
Cc1ccc(C(=O)N2CCN(c3ccc(NC(=O)c4cccs4)cc3)CC2)cc1 | i | i | 5 | i | i | -3 | i | i | i | -1 | i
CCOC(=O)c1nc(C)sc1-c1ccnn1S(=O)(=O)c1ccc(C)cc1 | i | i | -12 | i | i | -10 | i | i | i | 7 | i
CCOC(=O)c1cnc(SCC(=O)c2ccc(Cl)cc2)nc1N | i | i | -37 | i | i | -2 | i | i | i | -2 | i
COc1cc(NC2c3ccccc3C(=O)N2Cc2ccc3c(c2)OCO3)cc(OC)c1 (stereo not given) | i | i | 2 | i | i | -5 | i | i | i | -4 | i
O=S(=O)(NCCN1CCOCC1)c1ccc(F)c(Cl)c1 | i | i | 12 | i | i | -3 | i | i | i | 1 | i
O=C(c1ccc2c(c1)OCO2)C1CCCN(Cc2cn[nH]c2-c2cccc(F)c2)C1 (stereo not given) | i | i | 1 | i | i | -5 | i | i | i | 4 | i
CC1(C)CC(NC(=O)c2cccc(F)c2)CC(C)(C)N1 | i | i | 4 | i | i | -2 | i | i | i | . | i
CC(C)(C)n1ncc2c(=O)n(CC(=O)N3CCCc4ccccc43)cnc21 | i | i | 0 | i | i | -8 | i | i | i | 5 | i
CCN(CC(=O)Nc1ccc(S(=O)(=O)N2CCCC2)cc1)Cc1ccccc1 | i | i | 3 | i | i | -19 | i | i | i | 12 | i

(more compounds)
SMILES | KCNK9 block | PolyA inh | Platelet DG rel | TRPC4 PAM | KCNQ1 block | hERG rescue | KCNQ1 act | KCNK3 inh | TRPC4 block | Dyrk1A ADPGlo | TRPC4 act
Cc1ccc(NC(=O)COC(=O)/C=C/c2cccs2)cc1 | i | i | -13 | i | i | -4 | i | i | i | -3 | i
Cc1cccc(N(C(=O)CNC(=O)c2ccco2)C(C(=O)NC2CCCC2)c2cccnc2)c1 (stereo not given) | i | i | 4 | i | i | -2 | i | i | i | 2 | i
CCN(CC)C(=O)c1ccc(-c2cccs2)s1 | i | i | 3 | i | i | -1 | i | i | i | -3 | i
O=C(c1cc(COc2ccc(F)cc2F)on1)N1CCCC(c2ccccc2)C1 (stereo not given) | i | i | 3 | i | i | -8 | i | i | i | -2 | i
CCOC(=O)c1cc(C#N)c(Oc2ccccc2OC)nc1-c1ccccc1 | i | i | 3 | i | 7* | -6 | i | i | i | -4 | i
Cn1cccc1-c1nc2ccc(NC(=O)c3cccs3)cc2[nH]1 | -10* | i | 0 | i | i | -22 | i | -12* | i | 4 | i
O=C(O)CCCNC(=O)CC1S/C(=N/N=C/c2ccccc2O)NC1=O (stereo not given) | i | i | 6 | i | i | -13 | i | i | i | 2 | i
O=C(N/N=C/c1cccc([N+](=O)[O-])c1)c1ccc(COc2ccccc2-c2ccccc2)cc1 | i | i | -2 | i | i | -2 | i | i | i | 2 | i
O=C(CSc1ccc(Cl)cc1)N1CCN(c2ncc(C(F)(F)F)cc2Cl)CC1 | i | i | -3 | i | i | -6 | i | i | i | -2 | i
Clc1ccccc1CN1CCN(c2ncccn2)CC1 | i | i | -4 | i | i | -2 | i | i | i | -2 | i
Cc1cc(Br)ccc1NC(=O)CNC(=O)Cn1ncc(Cl)c(Cl)c1=O | i | i | 12 | i | i | 4.7* | i | i | i | -2 | i
CN(c1ccc(OCC(=O)OCC(=O)NC2CCCC2)cc1)S(=O)(=O)c1ccc2ccccc2c1 | i | i | 7 | i | i | -16 | i | i | i | . | i
CC(C)CNC(=O)COC(=O)c1cc(Cl)cc(Cl)c1N | i | i | . | i | i | -8 | i | i | i | 13 | i
COc1ccc(N2CCN(C(=O)c3ccccc3N(C)S(=O)(=O)c3ccc(C)cc3)CC2)cc1 | i | i | -1 | i | i | -11 | i | i | i | -1 | i
CC(C)C[C@@H](C(=O)N[C@@H](C(=O)O)c1ccccc1)N1C(=O)N2CCc3c([nH]c4ccccc34)[C@@]2(C)C1=O | i | i | 15 | i | i | -5 | i | i | i | 5 | i
COc1ccc(CC(=O)NNC(=O)c2ccncc2)cc1 | i | . | 4 | i | i | -9 | i | i | i | . | i
CC(=O)C1=C(O)C(=O)N(c2cccnc2)C1c1ccc([N+](=O)[O-])cc1 (stereo not given) | i | i | -1 | i | i | -7 | i | . | i | . | i
Cn1c(-c2ccc(Cl)cc2)ccc(C#N)c1=O | i | i | 10 | i | i | -6 | i | i | i | 1 | i
Cc1ccc(NC(=O)N(Cc2cccnc2)Cc2ccco2)cc1C | i | i | -11 | i | i | -16 | i | i | i | -1 | i
Cc1ccc(C(C(=O)NC2CCCC2)N(Cc2cccnc2)C(=O)c2snc(C(N)=O)c2N)o1 (stereo not given) | i | i | -10 | i | i | -13 | i | i | i | -8 | i
Cc1cc(N2CCN(S(=O)(=O)c3ccc(C)c(C)c3)CC2)c2ccccc2n1 | i | i | -7 | i | i | -18 | i | i | i | 9 | i
CCOc1ccccc1NC(=S)NC(=O)CCCOc1ccc(Cl)cc1Cl | i | i | 0 | i | i | 2 | i | -11* | i | -1 | i
COC(=O)CSc1nnc(-c2ccc(S(=O)(=O)N3CCC(C)CC3)cc2)o1 | i | i | -2 | i | i | -12 | i | i | i | -5 | i
N=c1n(CCO)c2ccccc2n1Cc1ccccc1Cl | i | i | 2 | i | i | -3 | i | i | i | 2 | i
CCCOc1cccc(C2C(C(=O)c3ccco3)=C(O)C(=O)N2c2nnc(C)s2)c1 (stereo not given) | i | i | 1 | i | i | -16 | i | i | i | -4 | i

Further compounds.
SMILES | KCNK9 block | PolyA inh | Platelet DG rel | TRPC4 PAM | KCNQ1 block | hERG rescue | KCNQ1 act | KCNK3 inh | TRPC4 block | Dyrk1A ADPGlo | TRPC4 act
CCOC(=O)CSc1nnc(CSc2nc3sc4c(c3c(=O)[nH]2)CCC4)n1-c1ccccc1 | i | i | -6 | i | i | -13 | i | i | i | 4 | i
CC1CCCN(c2nc3c(c(=O)n(C)c(=O)n3C)n2CCSc2nc3ccccc3s2)C1 (stereo not given) | i | i | -1 | i | i | -18 | i | i | i | 6 | i
CCOc1ccccc1Nc1nc2ccccc2n1C(C)C | i | i | 1 | i | i | -9 | i | i | i | -5 | i
Cc1ccc(COc2cccc(/C=N/NC(=O)c3nnn(-c4nonc4N)c3C)c2)cc1 | i | i | -9 | i | i | -5 | i | i | i | -4 | i
COc1cccc(C(=O)Nc2nnc(S(=O)(=O)N(C)c3ccccc3)s2)c1 | i | i | -1 | i | i | -5 | i | i | i | -4 | i
CSc1nsc(SCC(=O)Nc2ccccc2C(N)=O)n1 | i | i | 16 | i | i | -4 | i | i | i | 1 | i
CC(=O)NCC(=O)N(c1c(C)n(C)n(-c2ccccc2)c1=O)C1(C(=O)NC2CCCC2)CCCCC1 | i | i | 2 | i | i | -1 | i | i | i | -8 | i
OC(CNCCc1ccc(C(F)(F)F)cc1)COc1cccc2ccccc12 (stereo not given) | i | i | 6 | i | i | 5.3* | i | i | i | 4 | 60*
CCOC(=O)C1(Cc2ccccc2)CCN(Cc2ccon2)CC1 | i | i | -2 | i | i | -8 | i | i | i | -6 | i
CCN(CC)CCCNC(=O)c1cc(-c2ccc3c(c2)OCO3)on1 | i | i | -3 | i | i | -4 | i | i | i | . | i
COc1ccccc1N1CCN(C(=O)c2ccc(N3CCCCS3(=O)=O)cc2)CC1 | i | i | -1 | i | i | -7 | i | i | i | -2 | i
O=C1CCN(Cc2cccnc2)CCN1[C@H](CO)c1ccccc1 | i | i | 1 | i | i | -3 | i | i | i | 11 | i
COc1ccc(CCN=C(N)NS(=O)(=O)c2ccc(F)cc2)cc1 | i | i | 1 | i | i | -12 | i | i | i | -2 | i
Brc1cc2c(cc1-c1nc3ccccc3s1)OCO2 | -7.1* | i | -3 | i | i | -3 | i | i | i | -2 | i

Screening data (PubChem BioAssay)

These rows are one share of the data; the hit share may differ from the screen's.
